MazF activator: MazEF (E. coli) toxin RNase activation; P0AE70; FAM/BHQ RNA-DNA oligo cleavage fluorescence, 5 h; activation, % at 20 µM; actives 0.32% (n = 350,000); AID 504720; in the data active = activation above about 50%
CCHF vOTU inh: blocks the CCHF virus ovarian tumor domain protease; CCHFV vOTU protease, Pep-AMC fluorescence; inhibition, % at 11.5 µM; actives 0.55% (n = 370,000); AID 651958; in the data active = inhibition above about 30%; also: 0% = vehicle wells with enzyme and 100% = no enzyme wells
SARS 3CLpro inh: SARS-CoV 3CLpro protease inhibition; recombinant SARS-CoV 3CLpro, quenched FRET peptide cleavage; AID 1706; inhibition, % at 6 µM; actives 0.14% (n = 290,000); in the data active = inhibition above about 12%
Rv3671c inh: inhibits the M. tuberculosis serine protease Rv3671c; actives 0.048% (n = 320,000); inhibition, % at 5.96 µM; AID 2606; P9WHR9; in the data active = inhibition above about 38%;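 also: extracellular domain of Rv3671c used as enzyme; 0% = enzyme with DMSO and 100% = no enzyme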
Yp Topo-I inh: inhibitors of Yersinia pestis topoisomerase I. activity, % at 10 µM. Y. pestis Topo-I cleavage product accumulation, plate reader. actives 0.064% (n = 360,000); in the data active = activity above about 50%, passing the limit was not always enough; also: inactives centre near 2
TcdB GH inh: TcdB glycohydrolase inhibition. TcdB glycohydrolase enzymatic assay, plate reader. inhibition, % at 9.99 µM. P18177. actives 0.24% (n = 350,000); in the data active = inhibition above about 10%
Vc quorum ag: inducers of Vibrio cholerae quorum light production without autoinducers | activation, % at 18.7 µM | actives 0.16% (n = 350,000) | V. cholerae BH1578 lux reporter, luminescence, 6 h; in the data active = activation mostly above about 9.7%, no sharp cut-off; also: not every result past the cut was called active; inactives centre near 0; reference of the scale not given here
PrPC TRFRET: cell surface PrPC inhibition, primary TR-FRET screen. TR-FRET read-out. inhibition, % at 13.8 µM. actives 0.43% (n = 370,000); in the data active = inhibition above about 24%; also: 0% = median of the test wells and 100% = reference compound wells
PriA SSB inh: inhibitors of Klebsiella pneumoniae PriA binding to SSB C-terminal tail. AID 1272365. AlphaScreen SSBct-PriA binding, biotinylated peptide. inhibition, % at 33 µM. actives 0.6% (n = 430,000); in the data active = inhibition mostly above about 37%, no sharp cut-off; inactive = mostly below about 20%;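 also: plate controls were negative control peptide for no effect and reference peptide for full effect; strong numbers were not always called active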
DUSP3 inh: DUSP3 (human) phosphatase inhibition; recombinant VHR phosphatase, pNPP absorbance; AID 1654; inhibition, % at 13.3 µM; actives 0.52% (n = 290,000); in the data active = inhibition above about 50%; also: some compounds called inactive have numbers as strong as hits
Active calls of the source: *; i = inactive; . = no result given; & = joins results of further samples. A portion of the library, so the mix of outcomes need not match the whole.

SMILES	MazF activator	CCHF vOTU inh	SARS 3CLpro inh	Rv3671c inh	Yp Topo-I inh	TcdB GH inh	Vc quorum ag	PrPC TRFRET	PriA SSB inh	DUSP3 inh
NC(=O)c1cc(S(=O)(=O)Nc2ccc(OC(F)(F)F)cc2)cs1	2.6	-12.7	1.5	6.9	4.4	0.9	i	6.7	-5.5	2.1
Cc1cc2cc(CN(CC3CCCO3)C(=O)c3cnccn3)c(=O)[nH]c2cc1C (configuration not stated)	2.9	2.0	9.3	3.0	0.7	.	i	-0.1	2.1	-1.5
O=C(CN1CCN(c2ccccn2)CC1)N1c2ccccc2CCc2ccccc21	2.4	2.7	-3.9	-1.5	17.5	.	5.6	-4.3	12.8	4.4
COc1ccc(NC(=O)CCSc2ccc3ccccc3n2)cc1	-2.7	2.3	-3.5	-8.1	11.7	.	-0.8	55.9*	-8.2	4.7
Cc1c(C(=S)Nc2ccccc2)cnn1-c1ccc([N+](=O)[O-])cc1	7.6	-11.4	1.7	-6.5	-4.2	.	i	-39.7	33.3	14.7
CCN(CC)CCCCCCCCOC(=O)c1cc(OC)c(OC)c(OC)c1	3.2	5.4	.	-3.0	10.0	1.3	-0.4	-3.5	-8.2	.
CCOC(=O)c1c(NS(=O)(=O)c2ccccc2)n(CCCOC)c2nc3ccccc3nc12	-3.5	-236.2	3.4	-227.3	-4.1	.	-0.3	-11.0	46.5*	45.0
CC(=O)Nc1ccc(NC(=O)CSc2ccccn2)cc1	-1.7	-14.8	2.3	1.1	1.3	0.1	-0.4	-0.8	2.8	10.4
CC(C)/C(=N/Nc1ccccc1[N+](=O)[O-])c1ccccc1	0.3	7.0	1.2	-1.7	20.9	1.4	i	5.5	.	18.6
COCCNC(=O)/C(C#N)=C/c1nc(N(C)C)n(-c2ccc(F)cc2)c1Cl	10.2	2.1	-0.6	8.2	-3.9	0.1	-0.3	-2.1	-2.6	21.7
COc1ccc([N+](=O)[O-])cc1NC(=O)c1cn(-c2ccc(Cl)cc2)c(=O)c2ccccc12	1.4	6.8	-0.7	-1.9	2.6	0.5	i	-6.1	2.2	1.5
CC(C)C(=O)N1CCC1(C)C(=O)Nc1ccc2cn[nH]c2c1 (configuration not stated)	.	-5.7	.	.	3.6	-4.1	-0.7	4.3	.	.
CN(C)CCCCCNCCCNC(=O)/C=N\O	6.3	-6.3	0.3	-3.7	9.2	0.4	-0.6	-3.2	.	5.9
CCOc1ccc(/C=C/C(=O)N(CC)CC(=O)Nc2ccc3c(c2)OCCO3)cc1OCC	4.0	7.5	-2.3	-19.0	4.5	0.7	-0.2	4.1	-4.8	22.1
COc1ccc(NC(C)=O)cc1S(=O)(=O)NCc1ccc2c(c1)OCO2	-19.6	-4.2	.	.	-6.7	-0.3	-0.7	-5.0	.	.
C=C1CCN([C@@H](CC(C)C)C(=O)Nc2ccc(OC)cc2)S(=O)(=O)c2ccccc21	8.4	2.1	.	-2.2	23.6	0.3	0.7	5.4	-5.9	.
O=C(Nc1cccc([N+](=O)[O-])c1)C1C2CC/C=C\CCC21 (configuration not stated)	4.5	-3.7	1.6	0.5	-1.8	2.4	i	-8.6	9.8	12.0
Cc1[nH]c2ccccc2c1CCN(Cc1cccnc1)C(=S)Nc1ccc(F)cc1	0.3	-2.1	-1.2	4.5	1.5	-1.4	.	-1.5	19.1	16.0
CCC1(CC)C(=O)C(C)(C)C(=O)OC1c1ccccn1 (configuration not stated)	2.8	9.9	-3.5	2.2	2.2	.	-0.8	9.9	-2.0	-2.1
O=C(CSc1ncnc2c1nnn2-c1ccc(F)cc1)NCc1ccco1	3.7	7.1	-1.0	0.2	6.5	.	.	12.4	-24.0&-15.7	8.7
O=C(c1ccco1)N1CCN(C2CC(=O)N(c3ccc(F)c(Cl)c3)C2=O)CC1 (configuration not stated)	-3.1	13.4	-3.5	-5.1	-0.6	-6.6	-0.4	4.5	-12.5	8.5
CCOC(=O)c1cc(-c2ccc(C)o2)nn1CCC#N	-30.6	2.5	0.1	1.8	4.3	.	5.9	-2.9	10.3	25.0
CCOc1ccc(Br)cc1-c1noc(-c2cccs2)n1	-15.5	9.8	0.9	-2.0	-1.8	.	0.5	-8.0	-21.9	1.4
Cc1ccc(NC(=O)c2oc3ccccc3c2COC(C)C)cc1S(=O)(=O)N1CCOCC1	-2.4	-1.9	.	-27.0	1.2	0.3	-5.0	5.0	-7.4	.
Cc1ccc(N2C(=O)/C(=C\c3ccc(C(C)C)cc3)N=C2SC2CCOC2=O)cc1 (configuration not stated)	0.2	-2.3	-2.4	-0.6	7.8	-0.5	-0.2	-0.9	-23.3	5.6
More compounds follow.
SMILES	MazF activator	CCHF vOTU inh	SARS 3CLpro inh	Rv3671c inh	Yp Topo-I inh	TcdB GH inh	Vc quorum ag	PrPC TRFRET	PriA SSB inh	DUSP3 inh
Nc1ccc(-c2nnn(Cc3ccccc3)n2)cc1	0.9	-6.3	.	.	-4.4	-0.1	-1.7	8.5	-10.7	.
Cc1cc([N+](=O)[O-])nn1CC(=O)N1c2ccccc2CC1C (configuration not stated)	-6.9	-6.5	6.8	1.0	-3.2	-0.3	-0.5	-6.2	5.9	2.3
CSc1ccc(NC(=O)N2CC=C(n3c(=O)[nH]c4ccccc43)CC2)cc1	0.5	9.7	2.5	-1.0	6.5	.	-0.7	10.0	19.3	-5.6
COCc1c(C(=O)N/N=C/c2cccc3ccccc23)nnn1-c1nonc1N	-18.4	12.1	0.2	-8.2	2.8	-0.8	2.0	8.3	.	16.7
O=C(O)CC(NC(=O)C12CC3CC(CC(C3)C1)C2)c1cc([N+](=O)[O-])ccc1Cl (configuration not stated)	11.1	2.4	4.3	1.7	0.5	-8.8	i	1.9	5.0	-19.7
COc1c(C(=O)Nc2ccc(Cc3ccncc3)cc2)ccc2ccccc12	-11.4	-12.2	3.2	-28.3	32.1	.	-0.6	2.4	-5.5	8.6
O=C(CCn1nnnc1CN1CCOCC1)N1CCC(c2ccccc2F)C1 (configuration not stated)	2.2	-2.9	-4.5	-13.4	-3.1	0.1	-0.5	-0.8	-12.4	33.7
O=c1c2ccccc2nc(/C=C/c2ccccc2)n1CCc1ccccc1	0.8	-15.4	-0.3	-24.2	-2.7	-0.5	0.2	-2.9	11.1	40.4
CCOc1ccc(CN(C)C(=O)c2cc3ccccc3o2)cc1OC	2.9	13.1	-0.4	3.1	25.3	-7.5	-0.5	4.7	-2.5	22.4
CCOC(=O)c1c(CSc2ccccc2)n(C)c2cc(Br)c(OC)c(O)c12	5.4	-0.6	0.3	-10.4	-1.4	-0.2	1.9	1.6	-1.7	27.6
C/C(=N\N=c1/scc(C)n1Cc1ccco1)c1cccc([N+](=O)[O-])c1	2.1	-16.7	-1.4	3.2	-15.1	.	-0.3	4.2	.	2.9
O=S(=O)(N[C@@H]1C[C@H]2CC[C@@H]1C2)c1cccs1	-7.8	9.4	-1.5	5.1	5.9	.	-8.3	-4.3	-2.0	9.9
CCN(C(=O)COC(=O)CCC1CCCC1)c1c(N)n(Cc2ccccc2)c(=O)[nH]c1=O	-6.0	-5.1	.	.	3.0	2.2	i	1.5	-1.0	.
Cc1[nH]c(=O)[nH]c(=O)c1S(=O)(=O)N1CCCCC1	6.1	-3.6	-3.0	3.0	6.3	1.6	-4.0	4.4	6.6	19.6
COc1ccc(Nc2nc(OC)nc(N3CCN(c4ccc(OC)cc4)CC3)n2)cc1	9.4	2.6	-1.6	.	-6.4	.	-0.4	0.8	-12.5	2.3
CC1(C)Oc2ccc3ccc(=O)oc3c2/C(=C/NCCO)C1=O	4.9	8.6	-3.1	2.4	-4.0	.	i	1.4	.	21.4
O=C(N[C@@H](Cc1ccccc1)C(=O)O)c1cccnc1	9.1	2.2	-9.4	3.2	-3.0	2.1	-0.3	4.1	-10.7	37.6
CCOC(=O)c1nc2ccc(C)cc2c2c1C1CC(c3c(Cl)cccc31)N2C(=O)OCc1ccccc1 (configuration not stated)	9.7	4.7	.	.	28.2	0.7	-0.2	3.1	.	.
O=C(COC(=O)c1cc(-c2cccs2)nn1-c1ccccc1)Nc1cccc([N+](=O)[O-])c1	3.6	-11.6	1.9	-56.0	1.4	1.0	-0.8	-2.1	3.2	7.6
Cc1ccc(-c2nc3ncccc3o2)cc1NC(=O)C(C)(C)C	4.9	1.2	1.5	-1.2	-10.7	0.8	-1.3	-3.1	-12.2	12.6
Cc1nn(-c2ccccc2)c(C)c1C(=O)OC(C)C(=O)Nc1ccc(C(N)=O)cc1 (configuration not stated)	0.7	-5.8	.	-1.9	-4.0	0.9	i	10.3	4.4	.
O=C(Nc1ccccc1)Nc1ccc2ccccc2c1	-0.4	8.5	2.4	1.9	-0.6	0.0	-0.6	13.8	-4.2	1.1
CCOC(=O)c1c(C)[nH]c(C)c1S(=O)(=O)NCCN1CCN(c2cc(Cl)ccc2C)CC1	1.3	25.5	3.8	-3.2	-0.9	1.5	-0.4	14.4	9.8	-12.2
COc1ccc2cc(-c3cc(C(=O)OCC(=O)Nc4c(C)n(C)n(-c5ccccc5)c4=O)c4ccccc4n3)ccc2c1	-15.3	-14.1	-4.4	.	-4.1	.	0.9	-8.2	-12.9	-4.7
COC(=O)CC#N	4.0	-3.8	.	2.4	-0.1	0.3	-0.3	0.8	-4.4	.

Part of the list above, limited to MazF activator, PrPC TRFRET and Vc quorum ag.
SMILES	MazF activator	PrPC TRFRET	Vc quorum ag
O=C(N[C@@H](Cc1ccccc1)C(=O)O)c1cccnc1	9.1	4.1	-0.3
COc1c(C(=O)Nc2ccc(Cc3ccncc3)cc2)ccc2ccccc12	-11.4	2.4	-0.6
CCOc1ccc(/C=C/C(=O)N(CC)CC(=O)Nc2ccc3c(c2)OCCO3)cc1OCC	4.0	4.1	-0.2

New compounds follow
SMILES	MazF activator	CCHF vOTU inh	SARS 3CLpro inh	Rv3671c inh	Yp Topo-I inh	TcdB GH inh	Vc quorum ag	PrPC TRFRET	PriA SSB inh	DUSP3 inh
OC(COc1ccc2c(c1)CCC2)CN1CCN(c2ccccc2F)CC1 (configuration not stated)	-5.0	15.6	-1.5	5.2	18.0	.	i	-8.7	2.7&-19.0&4.0	-4.1
COCC(=O)N1CCC(Oc2ccc(C(=O)N3C[C@@H]4CCC[C@H]3C4)cc2)CC1	1.9	7.0	0.3	.	2.6	0.3	-0.3	-1.1	-0.4	9.2
O=C(O)c1nc(Cl)c(Cl)c(N/N=C/c2ccccc2C(F)(F)F)c1Cl	5.7	23.4	4.5	-1.0	-11.3	-1.7	-0.3	3.4	.	5.1
COc1cc(CNCc2ccc(OC)c3ccccc23)cc(OC)c1OC	-21.1	-3.5	-0.5	.	7.3	0.9	i	2.4	0.2	38.8
C[C@@H]1CCC[C@H](C)N1Cc1nc(Cc2ccccc2Cl)no1	-3.3	-7.6	5.2	11.2	0.8	1.2	i	5.7	-6.3	29.3
CCCCOc1ccccc1C1NC(=O)NC(C)=C1C(=O)OCCOCC (configuration not stated)	2.3	10.4	3.5	4.0	-12.2	-0.4	-3.3	3.1	-9.6	21.7
COc1cccc(-c2ncc3ccccc3c2COC(=O)c2ccco2)c1	1.2	-2.0	.	0.1	-0.2	1.8	1.6	-8.2	-2.7	.

5 entries picked at random from those above, as already listed:
SMILES	MazF activator	CCHF vOTU inh	SARS 3CLpro inh	Rv3671c inh	Yp Topo-I inh	TcdB GH inh	Vc quorum ag	PrPC TRFRET	PriA SSB inh	DUSP3 inh
COCCNC(=O)/C(C#N)=C/c1nc(N(C)C)n(-c2ccc(F)cc2)c1Cl	10.2	2.1	-0.6	8.2	-3.9	0.1	-0.3	-2.1	-2.6	21.7
O=S(=O)(N[C@@H]1C[C@H]2CC[C@@H]1C2)c1cccs1	-7.8	9.4	-1.5	5.1	5.9	.	-8.3	-4.3	-2.0	9.9
Cc1ccc(N2C(=O)/C(=C\c3ccc(C(C)C)cc3)N=C2SC2CCOC2=O)cc1 (configuration not stated)	0.2	-2.3	-2.4	-0.6	7.8	-0.5	-0.2	-0.9	-23.3	5.6
Cc1nn(-c2ccccc2)c(C)c1C(=O)OC(C)C(=O)Nc1ccc(C(N)=O)cc1 (configuration not stated)	0.7	-5.8	.	-1.9	-4.0	0.9	i	10.3	4.4	.
COC(=O)CC#N	4.0	-3.8	.	2.4	-0.1	0.3	-0.3	0.8	-4.4	.

Compound activity from PubChem BioAssay.
